# Screening results from PubChem BioAssay.
# NR2E3 ag-1: activates human NR2E3 receptor. 0.35% of 360,000 active. CHO-S Gal4-NCOR/VP16-NR2E3 two-hybrid, luciferase. inhibition of corepressor binding, % at 3.98 µM. AID 602229;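 active = inhibition above the mean of all tested compounds plus 3 SD, cut at about 70% in these data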;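 also: 0% = DMSO with NR2E3 transfected cells and 100% = cells lacking NR2E3 construct; higher means lower luciferase signal from less NR2E3 corepressor binding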
# Target sequence (Q9Y5X4 whole entry, looked up, the tested form may be a part): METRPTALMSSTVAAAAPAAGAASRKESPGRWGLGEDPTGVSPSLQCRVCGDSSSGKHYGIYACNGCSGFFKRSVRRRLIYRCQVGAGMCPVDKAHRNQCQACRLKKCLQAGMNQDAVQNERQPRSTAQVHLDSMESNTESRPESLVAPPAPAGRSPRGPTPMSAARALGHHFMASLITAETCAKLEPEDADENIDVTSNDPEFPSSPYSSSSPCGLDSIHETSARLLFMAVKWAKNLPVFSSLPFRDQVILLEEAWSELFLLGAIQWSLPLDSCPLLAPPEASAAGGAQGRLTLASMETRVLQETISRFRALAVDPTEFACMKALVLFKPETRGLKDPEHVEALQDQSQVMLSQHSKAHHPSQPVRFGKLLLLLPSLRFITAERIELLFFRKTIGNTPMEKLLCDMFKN
# Shn3 inh set2: inhibitors of Schnurri-3 3'UTR reporter in osteoblasts; Clone20 osteoblast Shn3 3'UTR firefly luciferase, 24 h; inhibition, % at 12.5 µM; 0.52% of 360,000 active;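 active = mean inhibition of at least 75% with every replicate also reaching 75%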;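 also: 0% = median of neutral control wells and 100% = pilot-screen positive control compound; some compounds past the cut are filed as inactive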
# CaV13 ICDI inh: Primary screen for inhibitors of IQ motif and Ca2+-dependent inactivation inhibitor domain binding in CACNA1D, Förster resonance energy transfer in living cells, …; HEK cells, CFP/YFP FRET ICDI-IQ, plate reader, 10 min; percent FRET-ratio fall versus neutral wells; inhibition, % at 12.3 µM; 0.098% of 340,000 active; AID 743397;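 active = mean replicate inhibition of at least 30% and at least 1% of replicates passing that level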;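 also: 0% = median of the neutral control wells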
# iPSC survival up: increases survival of single human iPS cells; hiPSC single-cell survival, ATPlite luminescence; 100% = ROCK inhibitor wells, 0% = DMSO; 0.044% of 360,000 active; survival enhancement, % at 20 µM; AID 602274; in the data active = survival enhancement above about 18%;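 also: cells exposed to compounds for 16 hours before the ATP read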
# HTR2A ag: mouse HTR2A agonism via beta-arrestin recruitment. P35363. CHO-K1 mHTR2A beta-arrestin complementation, luminescence; percent of 30 µM serotonin response. activation, % at 7.6 µM. 0.66% of 360,000 active. AID 624169;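 active = activation above a run cutoff, the mean activation of all tested compounds plus 3 SD, cut at about 14% in these data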;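 also: 0% = plate median of compound wells and 100% = 30 µM serotonin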
# Target sequence (P35363 whole entry, looked up): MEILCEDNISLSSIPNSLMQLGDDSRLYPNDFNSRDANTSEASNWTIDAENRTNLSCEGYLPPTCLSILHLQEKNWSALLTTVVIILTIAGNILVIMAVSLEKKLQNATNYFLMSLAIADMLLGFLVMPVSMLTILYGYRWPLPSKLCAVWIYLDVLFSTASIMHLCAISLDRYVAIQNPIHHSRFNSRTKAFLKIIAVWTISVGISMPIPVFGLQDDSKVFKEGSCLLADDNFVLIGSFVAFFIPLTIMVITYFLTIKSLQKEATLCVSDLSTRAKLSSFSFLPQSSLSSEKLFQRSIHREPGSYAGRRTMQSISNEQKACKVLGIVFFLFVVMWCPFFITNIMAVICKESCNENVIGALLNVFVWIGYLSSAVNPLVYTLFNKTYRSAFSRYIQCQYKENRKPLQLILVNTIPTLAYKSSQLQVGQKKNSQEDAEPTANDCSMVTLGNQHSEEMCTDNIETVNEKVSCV
# HIF-2a inh: HIF-2a inhibition; 786-0 RCC cells HIF-2a reporter, luciferase luminescence, overnight; inhibition, % at 18.8 µM; 0.72% of 360,000 active; AID 624352;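 active = inhibition of the luminescence signal of 40% or more relative to plate controls, in a single-dose primary screen at 18.75 µM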
# PDI inh: inhibitors of human protein disulfide isomerase | P07237 | PDI insulin aggregation turbidity, A650, 90 min | inhibition, % at 10 µM | 0.052% of 350,000 active | AID 588391;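 active = mean inhibition across replicates of 30% or more, whatever share of single replicates reach that level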;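 also: absorbance from insulin aggregation driven by PDI reduction with DTT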
# MITF TRPM1 inh: MITF TRPM1 promoter inhibition in SK-MEL-5 cells. SK-MEL-5 TRPM1 promoter luciferase, 24 h. inhibition, % at 12.5 µM. 0.83% of 330,000 active. AID 488899;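 active = mean inhibition across replicates of 60% or more, whatever share of single replicates reaches that level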; also: values of inactives mirror those of a sister screen read the other way
# H9c2 protect: myocardial damage modulation in H9c2 cells. H9c2 cardiomyocytes, H2O2 injury protection, ATPLite, 2 h. protection from H2O2 cell death, % at 20 µM. 0.63% of 360,000 active. AID 588492;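 active = compounds giving at least 50% protection of heart cells from peroxide-induced death in the single-dose screen, raw or plate-pattern-corrected value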;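 also: 0% = DMSO wells with peroxide and 100% = DMSO wells without peroxide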
# NR2E3 ag-2: agonists of human nuclear receptor NR2E3; inhibition of corepressor binding, % at 4.78 µM; AID 2300; GST-NR2E3/biotin-RetCOR TR-FRET, 1536-well; Q9Y5X4; 0.12% of 320,000 active;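 active = percent inhibition above the cutoff of mean plus 3 SD of all tested compounds, set per screening campaign, cut at about 20% in these data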;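 also: 0% = DMSO wells and 100% = biotin wells as full block of FRET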
#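 System: GST-NR2E3 and biotin-RetCOR proteins; probe or stimulus: 7 nM biotin-RetCOR; doses: compound at 4.8 µM, single dose; schedule: Compound–protein incubation for 5 h at 4 °C; detection: time-resolved FRET; read-out: percent inhibition; controls: biotin wells as high control, 0.6% DMSO wells as low control; format: 1536-well plates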
# Peg3 promoter: reduces Peg3 promoter-driven luciferase expression in HeLa. HeLa PEG-Prom luciferase reporter, luminescence, overnight. inhibition, % at 20 µM. 1.7% of 360,000 active;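 active = inhibition of at least 50% at 20 µM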
# Active calls of the source: *; nt = not tested or not shown. The order is random; any-hit rate near 3.9%.
SMILES,NR2E3 ag-1,Shn3 inh set2,CaV13 ICDI inh,iPSC survival up,HTR2A ag,HIF-2a inh,PDI inh,MITF TRPM1 inh,H9c2 protect,NR2E3 ag-2,Peg3 promoter
COc1ccc(CCNCC(=O)Nc2ccc(OC(F)F)cc2)cc1,-11,12,-3,-0.7,-7,3,1,5,2,0,2
N/C(=N\OC(=O)CCc1ccccc1)c1ccc(Br)cc1,-38,-37,-9,-1.7,-1,-138,3,-21,-14,2,-50
CN1CCN(Cc2nc(-c3cccs3)no2)CC1c1ccccc1 (stereo not given),33,-11,-18,0.7,2,-1,-2,-1,3,3,10
Cc1ccc(N(CC(=O)N/N=C/c2cccs2)S(C)(=O)=O)cc1Cl,-6,13,-5,0.6,-5,19,-1,4,-10,-2,12
COc1ccccc1NC(=O)COC(=O)CCC1CCCC1,18,-4,-3,-1.9,9,0,0,5,3,nt,-10
CN(C(=O)c1cccc(NC(=O)Cc2ccc(NC(=O)C3CCN(C(=O)c4ccccc4)CC3)cc2)c1)C1CCCCC1,-10,-3,-5,1.8,3,13,-4,-3,0,nt,23
COc1ccc(S(=O)(=O)N2CCCCCC2)cc1N,11,0,-19,0.1,-3,25,1,6,-8,3,10
COc1ccc(CN2CCNC(=O)C2CC(=O)NCCSc2nccn2C)cc1OC (stereo not given),-21,-21,-6,-1.5,-5,11,0,-11,9,1,1
COc1ccc(/C=N/OC(=O)Nc2ccccc2OC)cc1,-164,-90,-3,-1.0,-5,-319,-1,-60,-15,3,-241
COc1ccc(-c2cc(-c3c(O)c(OC)c4occc4c3OC)[nH]n2)cc1OC,-20,-15,-7,0.6,-3,-277,-5,-61,8,5,-75
Cc1ccc(C)c(C(=O)CSc2nc3ccccc3c(=O)[nH]2)c1,-26,1,-5,1.3,-2,-18,-3,-7,13,1,7
CCCOc1ccc(/C=N/Nc2ccc(C(=O)O)cc2)c(OCCC)c1,-46,-6,-6,-0.4,-4,-54,4,-4,-1,nt,-47
CCN(CC(=O)N1CCOCC1)S(=O)(=O)c1ccc(C)cc1,12,4,0,-1.5,2,11,3,8,0,2,19
O=C(N/N=C/C=C/c1ccco1)c1ccncc1,-7,nt,-5,0.7,0,20,1,6,7,-3,-3
C/C(Cn1nnc2ccccc21)=N\NC(=O)c1cccc(Br)c1,-33,6,-4,0.1,-6,13,1,-2,11,-3,6
O=C(NCCN1CCC(n2c(=O)[nH]c3ccccc32)CC1)c1c(F)cccc1F,8,nt,-10,4.4,-3,2,nt,nt,nt,nt,nt
COC(=O)c1ccc(C)c(NC(=O)c2c(-c3ccccc3)noc2C)c1,-2,11,nt,0.0,1,-4,4,1,12,-2,21
C/C(C=O)=C/c1ccccc1,1,-10,nt,-1.5,-2,-1,nt,-4,2,3,10
COc1ccc(NC(=O)c2cc(C3CC3)on2)c(OC)c1,-45,-35,-6,-0.5,-4,-229,nt,nt,3,0,-196
c1coc(CNc2nc3sc4c(c3c3ncnn23)CCCC4)c1,-12,-13,-6,7.8,-1,-156,11,-14,-2,3,-97

# Two of the compounds above, with two lines to a compound.
# Fields – NR2E3 ag-1, Shn3 inh set2, CaV13 ICDI inh, iPSC survival up, HTR2A ag, HIF-2a inh, PDI inh, MITF TRPM1 inh, H9c2 protect, NR2E3 ag-2, Peg3 promoter
> COC(=O)c1ccc(C)c(NC(=O)c2c(-c3ccccc3)noc2C)c1
 : -2, 11, nt, 0.0, 1, -4, 4, 1, 12, -2, 21
> C/C(C=O)=C/c1ccccc1
 : 1, -10, nt, -1.5, -2, -1, nt, -4, 2, 3, 10

# The list goes on.
SMILES,NR2E3 ag-1,Shn3 inh set2,CaV13 ICDI inh,iPSC survival up,HTR2A ag,HIF-2a inh,PDI inh,MITF TRPM1 inh,H9c2 protect,NR2E3 ag-2,Peg3 promoter
COc1cc2c(cc1NC(=O)COc1ccc3ccccc3c1)oc1ccccc12,-5,2,-5,1.8,-6,3,-5,-3,14,6,14
CCN(CC(=O)NCc1cccs1)C(=O)c1cccc(S(=O)(=O)Nc2ccccc2Cl)c1,11,-6,-6,-0.5,3,7,-2,4,3,1,5
O=C(/C=C/c1ccc(F)cc1)NCCC1=CCCCC1,-123,-38,-4,-1.5,-2,-238,10,-59,-7,1,-263
CSCCC(NC(=O)c1ccc(Cl)cc1)C(=O)OCC(=O)NCc1ccco1 (stereo not given),-12,-14,-5,-0.4,1,2,-4,7,-1,-2,3
COc1ccc(N2CC(C(=O)Nc3cccnc3)CC2=O)cc1 (stereo not given),4,-29,-7,-0.3,-2,-3,-8,14,2,4,-2
C=CCn1c(SCC(=O)N(C)CC(=O)Nc2ccc(C)cc2)nnc1-c1ccncc1,-33,-10,-4,-0.9,-2,6,-5,6,1,nt,7
CN(CCO)S(=O)(=O)c1ccc2c(c1)C(=NNC(N)=O)c1cc(S(=O)(=O)N(C)CCO)ccc1-2,25,-17,-3,-0.7,-4,-8,2,0,3,-1,1
S=C(Nc1ccccc1)N1CCCCCC1,6,9,-4,-2.2,-2,8,4,7,-1,-4,20
O=C(Nc1ccccc1)C1CCCN(C(=O)c2ccc(Cl)cc2)C1 (stereo not given),18,-52,-4,-3.3,2,-6,-3,1,-2,-2,-20
CC1CCN(C(=O)Cn2c(=O)n(-c3ccc(F)cc3)c(=O)c3sccc32)CC1,-3,-17,-7,0.4,1,19,-2,-7,5,-1,-10
Cc1c(C(=O)Nc2cccc([N+](=O)[O-])c2)cnn1-c1ccccc1,-111,-147,-4,1.4,-6,-358,-4,-63,-3,-2,-322
COc1ccc(N2C(=O)c3ccc(C(=O)Nc4ccc(NC(C)=O)cc4)cc3C2=O)cc1,4,-10,-16,0.8,-3,11,3,-2,1,-1,2
Cc1nonc1OC(C)CNc1ccc([N+](=O)[O-])cc1 (stereo not given),10,19,-4,1.1,0,6,2,0,1,-2,7
CCCc1cc2c(cc1NC(=O)c1ccc(Br)cc1)OCO2,2,-12,nt,-5.1,1,13,-1,7,56*,-1,-4
CC(C)(CCl)C(=O)Nc1ccc(OC(F)(F)F)cc1,-8,-5,-5,0.4,-2,-15,-3,-5,-7,0,-6
CCCn1c(=N)n(CC(=O)c2ccc(OCC(=O)OC)cc2)c2ccccc21,16,2,-19,-0.5,3,47*,2,8,-18,-4,6
COCCN1C(=O)CCC1(C)C(=O)Nc1c(C)cccc1C (stereo not given),4,-7,-10,5.2,4,13,nt,nt,3,nt,-4
COc1ccc(N2CCN(C(=O)c3ccc(Cl)c(S(=O)(=O)N4CCCC4)c3)CC2)cc1,20,4,-7,-2.2,3,10,-28,16,-5,2,7
CC(=O)c1cccc(S(=O)(=O)NCC(C)(C)N2CCOCC2)c1,-5,-2,-3,0.0,6,1,-1,3,-3,1,9
CN1N=C(N)c2cn(C3OC(COP(=O)(O)O)C(O)C3O)c3ncnc1c23 (stereo not given),-21,83,-9,-2.0,-1,23,-26,-3,-3,nt,-48

# Twelve entries out of the list, arranged by count of non-hydrogen atoms, rising.
SMILES,NR2E3 ag-1,Shn3 inh set2,CaV13 ICDI inh,iPSC survival up,HTR2A ag,HIF-2a inh,PDI inh,MITF TRPM1 inh,H9c2 protect,NR2E3 ag-2,Peg3 promoter
S=C(Nc1ccccc1)N1CCCCCC1,6,9,-4,-2.2,-2,8,4,7,-1,-4,20
CC(C)(CCl)C(=O)Nc1ccc(OC(F)(F)F)cc1,-8,-5,-5,0.4,-2,-15,-3,-5,-7,0,-6
Cc1nonc1OC(C)CNc1ccc([N+](=O)[O-])cc1 (stereo not given),10,19,-4,1.1,0,6,2,0,1,-2,7
CCCc1cc2c(cc1NC(=O)c1ccc(Br)cc1)OCO2,2,-12,nt,-5.1,1,13,-1,7,56*,-1,-4
COc1ccc(N2CC(C(=O)Nc3cccnc3)CC2=O)cc1 (stereo not given),4,-29,-7,-0.3,-2,-3,-8,14,2,4,-2
O=C(Nc1ccccc1)C1CCCN(C(=O)c2ccc(Cl)cc2)C1 (stereo not given),18,-52,-4,-3.3,2,-6,-3,1,-2,-2,-20
CN1N=C(N)c2cn(C3OC(COP(=O)(O)O)C(O)C3O)c3ncnc1c23 (stereo not given),-21,83,-9,-2.0,-1,23,-26,-3,-3,nt,-48
CC1CCN(C(=O)Cn2c(=O)n(-c3ccc(F)cc3)c(=O)c3sccc32)CC1,-3,-17,-7,0.4,1,19,-2,-7,5,-1,-10
COc1cc2c(cc1NC(=O)COc1ccc3ccccc3c1)oc1ccccc12,-5,2,-5,1.8,-6,3,-5,-3,14,6,14
C=CCn1c(SCC(=O)N(C)CC(=O)Nc2ccc(C)cc2)nnc1-c1ccncc1,-33,-10,-4,-0.9,-2,6,-5,6,1,nt,7
COc1ccc(N2C(=O)c3ccc(C(=O)Nc4ccc(NC(C)=O)cc4)cc3C2=O)cc1,4,-10,-16,0.8,-3,11,3,-2,1,-1,2
CN(CCO)S(=O)(=O)c1ccc2c(c1)C(=NNC(N)=O)c1cc(S(=O)(=O)N(C)CCO)ccc1-2,25,-17,-3,-0.7,-4,-8,2,0,3,-1,1

# Additional records:
SMILES,NR2E3 ag-1,Shn3 inh set2,CaV13 ICDI inh,iPSC survival up,HTR2A ag,HIF-2a inh,PDI inh,MITF TRPM1 inh,H9c2 protect,NR2E3 ag-2,Peg3 promoter
CCn1c(SCC(=O)NCC2CCCO2)nc2ccccc21 (stereo not given),-10,1,-2,-0.1,2,6,-10,11,4,0,15
COc1ccc(Cl)cc1Nc1nc(-c2sc(NC(=O)CC(C)C)nc2C)cs1,3,1,-5,0.8,7,12,-18,-9,-12,0,7
O=C(O)CCS(=O)(=O)c1ccc(-c2ccccc2)cc1,7,-26,-3,-0.8,2,9,7,1,11,1,22
CC(C)(C)c1ccc(C(=O)Nc2ccccc2Cl)cc1,-152,-93,2,-1.7,-3,-216,0,-37,-23,7,-263
CC#CCN1c2ccccc2[C@]23C[C@@H](C(=O)OC)N(C(=O)OCC)C2=NC(C(=O)OC)=C(C(=O)OC)[C@H]13,2,-1,nt,-3.0,3,0,0,0,6,3,-5
CC1CN(C/C(=N\O)C23CC4CC(CC(C4)C2)C3)CC(C)O1 (stereo not given),11,10,-1,-0.6,-3,17,6,8,2,nt,6
CC(C)(C)Nc1nc2ccc([N+](=O)[O-])cc2o1,-27,-26,3,0.1,15*,-54,0,-36,1,0,-13
O=C(CSc1ncccn1)Nc1ccccc1,-18,-13,-8,-0.1,5,-46,-2,-5,0,3,-29
OC(COc1ccccc1)CN1CCN(c2ccccc2)CC1 (stereo not given),8,1,-6,6.9,2,-5,-3,11,4,nt,2
CCS(=O)(=O)NCc1csc(-c2ccccc2)n1,-55,-34,-5,-0.8,0,-96,nt,nt,-2,-1,-67
COc1cccc(Cn2nnc(C(=O)NCc3ccccc3Cl)c2N)c1,-50,19,-2,4.4,-3,-4,nt,nt,-25,5,-2
